# High-throughput results (PubChem BioAssay)
# hcDAF-12 act = activators of H. contortus DAF-12 nuclear receptor | HEK293 hcDAF-12 lit1-tk-luc reporter, luminescence; 0% DMSO, 100% Δ7-dafachronic acid | activation, % at 6.8 µM | 370,000 tested, 1.4% active;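 active = activation above the mean of all tested compounds plus 3 SD, cut at about 5.5% in these data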;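 also: 100% = response to 3 µM Δ7-dafachronic acid high control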
# NR1D1 modulator = modulators of human Rev-erb alpha DNA binding. 370,000 tested, 0.79% active. Rev-erbα–FITC-DNA binding, fluorescence polarization, 90 min. activity, % at 10 µM;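 active = activity above about 14%, limit read from the data; passing the limit was not always enough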;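 also: 0% = DMSO wells with 35 nM protein and 100% = DMSO wells with 750 nM protein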
# PLC-gamma1 inh = blocks human PLC-gamma1 enzyme activity; AID 720700; P19174; purified PLC-gamma1, fluorogenic substrate, fluorescence; inhibition, % at 12.2 µM; 370,000 tested, 0.84% active; in the data active = inhibition above about 9.5%
# SMARCA2 act = SMARCA2 function activation, primary screen. MG213 cells, MMTV-luciferase reporter, dexamethasone, overnight. activation, % at 9.1 µM. 370,000 tested, 1% active; in the data active = activation above about 7.8%;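 also: 0% = vehicle wells and 100% = reference activator wells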
# DAX1 inh-1 = NR0B1 (DAX1) inhibition; HEK293 Gal4-DAX1 luciferase reporter, luminescence; inhibition, % at 6.75 µM; 340,000 tested, 0.99% active; AID 504766;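 active = inhibition above the mean over all tested compounds plus 3 SD, cut at about 4.2% in these data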;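 also: 0% = DAX1-transfected cells with DMSO and 100% = empty-vector control cells with DMSO; inhibition shows as a rise in luminescence from relieved DAX1 repression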
# ADAM17 inh = inhibits human ADAM17 | recombinant ADAM17, EDANS/DABCYL FRET peptide cleavage | inhibition, % at 6.95 µM | 370,000 tested, 0.83% active | AID 720648;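 active = inhibition above the mean of compounds lying between control limits plus 3 SD, set per campaign, cut at about 8.5% in these data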;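 also: 0% = DMSO-only wells as the low control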
# MBD2 DNA inh = inhibitors of human MBD2 binding to methylated oligonucleotide. Q9UBB5. TR-FRET. inhibition, % at 4.4 µM. 370,000 tested, 0.31% active. AID 686964; in the data active = inhibition above about 13%
# hgDAF-12 ag = hgDAF-12 agonism, primary luciferase screen; activation, % at 6.8 µM; HEK293 GAL4-hgDAF12 UAS-luciferase reporter, agonist luminescence; normalized to butyrate control; 370,000 tested, 1.8% active;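 active = activation above a cutoff set at the mean of all screened compounds plus 3 SD, cut at about 10% in these data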;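 also: 0% = DMSO wells and 100% = sodium butyrate wells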
# DAX1 inh-2 = blocks DAX1 repression of SF-1 activated StAR promoter; HEK293T StAR-luciferase reporter, SF-1/DAX-1 repression relief; inhibition, % at 6.8 µM; 370,000 tested, 1.1% active; AID 652010;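 active = inhibition above the mean over all tested compounds plus 3 SD, cut at about 3.6% in these data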;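 also: 0% = DAX-1 cells with DMSO and 100% = cells lacking DAX-1 with DMSO; higher inhibition means more luminescence from relief of DAX-1 repression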
# ssDAF-12 act = S. stercoralis DAF-12 activation, primary screen; AID 652126; 370,000 tested, 1% active; activation, % at 6.8 µM; HEK293 ssDAF-12/GRIP1 lit1-tk-luc reporter, luminescence; % of 3 µM dafachronic acid response;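 active = activation above the mean over all tested compounds plus 3 SD, cut at about 0.9% in these data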;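 also: 0% = DMSO-only wells and 100% = 3 µM delta7-dafachronic acid wells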
# PLCb3 inh = PLC-beta3 (human) inhibition, primary screen | Q01970 | Purified PLC-beta3, fluorogenic substrate, fluorescence | inhibition, % at 12.2 µM | 370,000 tested, 0.18% active | AID 720704; in the data active = inhibition above about 11%;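 also: 0% = median of compound wells on plate and 100% = full blocker control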
# Target sequence (Q01970 whole entry, looked up): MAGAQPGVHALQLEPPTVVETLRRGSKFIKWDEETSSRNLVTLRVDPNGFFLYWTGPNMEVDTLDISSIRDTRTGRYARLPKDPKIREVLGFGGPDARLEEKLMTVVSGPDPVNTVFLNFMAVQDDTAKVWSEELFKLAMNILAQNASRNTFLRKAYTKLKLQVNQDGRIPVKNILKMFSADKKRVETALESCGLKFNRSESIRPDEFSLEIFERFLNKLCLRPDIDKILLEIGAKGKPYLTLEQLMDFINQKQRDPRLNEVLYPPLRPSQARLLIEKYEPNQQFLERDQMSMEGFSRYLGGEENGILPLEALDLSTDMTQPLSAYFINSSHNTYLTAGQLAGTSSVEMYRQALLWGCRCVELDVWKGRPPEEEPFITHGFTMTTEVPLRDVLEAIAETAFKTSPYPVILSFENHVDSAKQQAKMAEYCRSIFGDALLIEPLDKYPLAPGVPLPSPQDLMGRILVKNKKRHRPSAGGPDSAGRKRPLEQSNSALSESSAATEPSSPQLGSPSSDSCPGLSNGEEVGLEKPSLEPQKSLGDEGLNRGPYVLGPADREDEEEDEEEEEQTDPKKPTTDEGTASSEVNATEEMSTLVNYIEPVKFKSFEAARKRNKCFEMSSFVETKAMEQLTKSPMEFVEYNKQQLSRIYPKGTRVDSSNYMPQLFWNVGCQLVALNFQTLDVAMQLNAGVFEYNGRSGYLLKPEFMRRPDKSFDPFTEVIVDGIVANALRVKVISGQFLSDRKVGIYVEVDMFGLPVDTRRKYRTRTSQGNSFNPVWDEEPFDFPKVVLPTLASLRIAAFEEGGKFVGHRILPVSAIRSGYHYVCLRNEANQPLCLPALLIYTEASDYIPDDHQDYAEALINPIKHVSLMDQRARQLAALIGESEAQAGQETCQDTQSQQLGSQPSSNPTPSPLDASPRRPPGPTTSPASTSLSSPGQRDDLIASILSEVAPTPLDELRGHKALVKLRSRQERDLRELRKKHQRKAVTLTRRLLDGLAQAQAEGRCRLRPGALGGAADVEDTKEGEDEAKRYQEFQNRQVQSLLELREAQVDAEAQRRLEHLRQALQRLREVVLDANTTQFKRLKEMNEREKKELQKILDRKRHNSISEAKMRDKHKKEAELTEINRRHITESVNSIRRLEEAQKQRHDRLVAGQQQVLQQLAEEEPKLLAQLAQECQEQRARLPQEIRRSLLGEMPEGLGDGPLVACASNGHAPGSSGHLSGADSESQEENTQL
# Starred values were filed as active, the others as inactive; i = inactive; . = not tested or not shown.
SMILES,hcDAF-12 act,NR1D1 modulator,PLC-gamma1 inh,SMARCA2 act,DAX1 inh-1,ADAM17 inh,MBD2 DNA inh,hgDAF-12 ag,DAX1 inh-2,ssDAF-12 act,PLCb3 inh
Cc1[nH]c(C)c(S(=O)(=O)N2CCN(c3ccccc3)CC2)c1C(=O)N1CCCC1,-1.7,0,-9,0,0.1,-2,6,0.5,-0.6,-1.1,-16
COc1ccc(-c2nc3ccc(Cl)cn3c2Cc2ccccc2)cc1OC,-1.2,2,-35,-3,.,-9,1,0.4,1.3,-1.3,-46
CCN1CCCC1CN(Cc1cc2ccc(C)cc2[nH]c1=O)C(=S)Nc1ccccc1OC (centres undefined),2.5,2,-5,-2,0.1,-8,3,1.5,0.0,-0.6,-4
CC(=O)Nc1ccc(/C=C2\Sc3ccccc3C2=O)cc1,0.3,-21,-14,-5,-2.9,-2,-1,-0.8,0.2,-1.1,-35
O=C(O)c1ccc(O)cc1O,-1.1,-1,1,-5,0.7,-4,0,-0.7,0.1,0.4,-2
CCCC(=O)n1nc(-c2cccnc2)nc1NCc1ccccc1,-1.4,6,0,-4,-0.3,-8,2,-3.0,-0.9,-1.8,1
Cc1ccc(NC(=O)C[n+]2ccccc2)cc1[N+](=O)[O-],-1.4,-1,2,-1,-0.9,-3,-3,2.4,0.2,-0.8,1
O=C(COc1ccc2ccc(=O)oc2c1)Nc1ccc(N2CCOCC2)cc1,0.2,-3,-60,1,-0.5,-57,0,-0.8,-1.6,0.2,-60
COc1ccc(-n2ccnc2SCC(=O)c2c(N)n(C3CC3)c(=O)[nH]c2=O)cc1,-0.7,2,2,4,0.0,0,-4,0.6,0.2,-1.1,2
Cc1ccc(S(=O)(=O)N2CCN(C)CC2)c(C)c1,-1.9,-1,-1,1,0.8,0,-5,1.0,0.6,-0.7,1
COc1ccc(CC(=O)NCc2ccc(-n3cccc3)cc2)cc1OC,-0.2,0,0,-4,-2.1,-4,2,-1.0,-0.9,-0.6,-6
COc1ccc(Oc2nc(C)cc(C)c2S(=O)(=O)c2ccc(C)cc2)cc1,-1.7,3,1,-1,1.3,-1,0,-2.8,-0.3,-1.2,1
C(=N\NC1=Nc2cccc3cccc1c23)/c1cccnc1,5.1,-1,-9,3,1.9,-1,-4,16*,0.1,-0.2,-23
CCCCN(CCCNC(=O)C1CCCN(S(=O)(=O)CCC)C1)Cc1ccccc1 (centres undefined),-1.7,-6,1,2,0.4,1,-6,-3.1,-0.4,-1.0,-4
Cc1cccc(C)c1NC(=O)N1CCC(c2nc3ccccc3o2)CC1,-2.3,-1,2,-2,1.8,-5,3,0.4,-0.8,-0.8,2
CCc1ccc(OCCOCC(O)CN2CCN(Cc3ccc(Cl)cc3)CC2)cc1 (centres undefined),-2.3,-3,3,-6,-0.8,3,0,-2.2,-1.1,-1.7,2
COc1ccc(CN(C(=O)CN2C(=O)c3ccccc3S2(=O)=O)C(C(=O)NCC2CCCO2)c2ccncc2)cc1 (centres undefined),-0.4,10,-1,0,0.3,0,-4,-1.4,0.2,-0.9,3
Cc1ccc(Nc2ccc(C(=O)N3CCCC3)cn2)c(C)c1,-0.4,1,-5,-2,1.7,-1,-8,-1.3,-0.1,-1.1,-8
Cc1cc2nc(N)sc2cc1C,1.0,1,-1,5,1.6,-5,0,8.7,1.8,-0.1,-4
Cc1cccc(C(=O)Nc2ccccc2C(=O)NCc2ccco2)c1,-1.6,-3,-3,0,-0.8,4,-9,-2.4,-3.3,-1.2,-5
Cc1ccccc1/C(N)=N/O,-1.7,-5,4,-4,-0.1,-1,8,-0.3,-0.1,-0.6,-2
Cc1ccc(C)c(NC(=O)CSc2nnc(NC(=O)C3CC3)s2)c1,-0.5,5,1,3,-0.2,0,2,-0.5,-2.7,-0.5,1
COc1ccc(/C=C2\SC(=S)N(C(C(=O)O)c3ccccc3)C2=O)c(OC)c1 (centres undefined),1.2,8,-1,0,-1.8,0,-10,-1.1,-0.2,-1.5,-17
CN1CCc2c(sc(NC(=O)Cc3ccccc3)c2C#N)C1,2.9,3,-15,-3,-0.5,-8,2,-1.6,0.2,-1.3,-16
Cc1cc(C(=O)COC(=O)Cc2n[nH]c(=O)c3ccccc23)c(C)n1-c1ccc2c(c1)OCCO2,-2.1,3,-2,-6,-1.0,3,-1,0.0,-1.7,-1.0,-4

# Pulled by compound from the list above, 2 records:
SMILES,hcDAF-12 act,NR1D1 modulator,PLC-gamma1 inh,SMARCA2 act,DAX1 inh-1,ADAM17 inh,MBD2 DNA inh,hgDAF-12 ag,DAX1 inh-2,ssDAF-12 act,PLCb3 inh
Cc1[nH]c(C)c(S(=O)(=O)N2CCN(c3ccccc3)CC2)c1C(=O)N1CCCC1,-1.7,0,-9,0,0.1,-2,6,0.5,-0.6,-1.1,-16
CCCC(=O)n1nc(-c2cccnc2)nc1NCc1ccccc1,-1.4,6,0,-4,-0.3,-8,2,-3.0,-0.9,-1.8,1

# 3 compounds from above, sorted by the number in DAX1 inh-1, smallest number first.
mol	DAX1 inh-1
Cc1ccc(NC(=O)C[n+]2ccccc2)cc1[N+](=O)[O-]	-0.9
Cc1ccc(C)c(NC(=O)CSc2nnc(NC(=O)C3CC3)s2)c1	-0.2
O=C(O)c1ccc(O)cc1O	0.7

# Additional compounds.
SMILES,hcDAF-12 act,NR1D1 modulator,PLC-gamma1 inh,SMARCA2 act,DAX1 inh-1,ADAM17 inh,MBD2 DNA inh,hgDAF-12 ag,DAX1 inh-2,ssDAF-12 act,PLCb3 inh
COc1ccc(C(C)NC(=O)Cc2cccs2)cc1 (centres undefined),-1.2,-2,4,-2,-0.2,0,2,-2.4,-0.1,-0.3,-3
COc1ccc(S(=O)(=O)Nc2ccc3c(c2)C(=O)N([C@H](C)CO)C[C@H](C)[C@@H](CN(C)S(=O)(=O)c2cn(C)cn2)OCCCC[C@H](C)O3)cc1,-0.7,-3,-1,-2,0.6,-3,5,-2.1,-0.1,-0.3,0
O=S(=O)(c1ccc(Oc2ccc3oc4ccccc4c3c2)nc1)N1CCCC1,-0.5,3,1,4,-1.2,-2,0,2.2,0.2,-1.2,1
Cc1ccc(NC(=O)C(C)c2ccc(-c3ccccc3)c(F)c2)cc1 (centres undefined),-1.7,3,-3,-3,-1.2,7,-4,-1.5,-1.8,-1.4,-5
C[C@H]1[C@@H](NC(=O)c2ccc(C(C)(C)C)cc2)CC[C@@]23CCCN2C(=O)CCC[C@@H]13,-1.6,-3,4,.,.,1,-3,2.4,.,0.2,2
Cc1nc2ccc3nc(NC(=O)c4ccco4)sc3c2s1,4.4,-4,-120,6,1.8,-41,-1,5.5,1.5,-0.6,-190
COc1ccc(N2C(=O)[C@@H]3[C@H](C2=O)[C@H]2C=CC=NN2[C@@H]3C(=O)Nc2ccc(Cl)cc2)cc1,6.5*,-1,-8,-5,.,-3,3,-1.0,-0.3,0.2,-21
CCOC(=O)Cc1csc2nc(-c3ccccc3)cn12,1.0,-5,4,-2,.,1,-2,6.9,1.0,-1.0,7
NCC(=O)N1CCC(C(=O)N[C@@H](Cc2c[nH]c3ccccc23)C(=O)O)CC1,0.7,-3,1,-2,0.7,-4,3,1.7,0.1,-0.6,-2
Cc1cc2c(NC(=O)Nc3ccc(C(F)(F)F)cc3)cccc2nn1,0.7,8,-48,-6,2.1,0,-8,-2.6,-0.5,-0.9,-77
CC1=N/C(=C\c2ccc3c(c2)OCO3)C(=O)N1c1ccc(C(=O)O)cc1,0.3,-3,-14,2,-0.8,-4,5,0.0,0.0,-1.8,-18
CCOC(=O)[C@H]1[C@H]2COc3ccccc3[C@@H]2N2C(=O)[C@@H](C)NC(=O)[C@@]12C,1.4,0,-48,0,1.0,-7,-2,4.6,-0.2,-0.8,-58
COc1ccc(N=CC=C2OC(C)(C)C(C)(C)O2)cc1OC,1.6,4,-30,2,0.7,-14,-3,-2.7,0.2,-1.2,-23
S=c1nc(Cc2ccccc2)[nH]c2ccccc12,-1.1,14,-8,-1,2.7,-1,0,-0.1,-0.3,-0.3,-11
CCOC(=O)N1CCN(c2c(NCCc3ccc(OC)c(OC)c3)c(=O)c2=O)CC1,0.1,3,1,3,1.9,1,-5,3.6,-0.6,-1.6,5
Cc1cc(C(=O)N2CCC2(C)C(=O)Nc2cccc3c2CCCC3)nn1C (centres undefined),0.4,-2,0,-3,.,-1,-3,1.6,-0.8,-1.9,-4
CCC1CCCCN1CCNC(=O)C1CCN(S(=O)(=O)c2c(C)noc2C)CC1 (centres undefined),-2.3,3,-1,0,-0.5,0,-6,0.9,-0.3,-0.6,1
CC1Sc2ccc(C(=O)Nc3cc(S(C)(=O)=O)ccc3Cl)cc2NC1=O (centres undefined),-0.9,0,1,2,0.0,-1,-1,-1.6,-0.5,-1.7,-2
COc1ccc(C(=O)Nc2c(N)nc(SCC(=O)Nc3ccc(NC(C)=O)cc3)[nH]c2=O)cc1OC,-2.0,-11,-2,-3,2.3,-3,2,-2.7,2.9,-1.0,-9
Cc1cccc(/C(N)=N/OC(=O)c2cccc3ccccc23)c1,7.0*,-1,-2,0,2.1,-2,-6,4.8,2.5,0.9*,-1
Fc1ccccc1NC(=S)N1CCN(Cc2ccc3c(c2)OCO3)CC1,-1.4,-6,5,-2,3.2,2,-1,0.4,-0.1,-1.0,6
COc1ccc(Cl)cc1NC(=O)CN(C)C(=O)C12CC3CC(CC(Cl)(C3)C1)C2,-1.6,0,-1,-2,-0.1,4,4,-1.1,0.9,-0.5,-4
C/C(=N\NC(=O)c1nnn(-c2nonc2N)c1C(C)C)c1ccc2ccccc2c1,-0.5,-2,2,-1,0.5,-6,-1,-0.9,-0.4,-0.8,-9
Cc1cc2c(c(=O)o1)C(C(C)C)C(C#N)=C(N)O2 (centres undefined),-1.7,0,2,-2,-0.3,1,0,-0.5,0.7,-0.5,3
CCCCCNC(=O)C(c1ccc(OC)cc1)n1c(=O)c(-c2cc3ccccc3[nH]2)nc2ccccc21 (centres undefined),3.6,0,i,1,.,-103,3,1.9,0.7,0.1,i
Cc1nnc(NC(=O)CCC(=O)NCc2ccco2)s1,-1.4,-7,0,-1,2.2,-5,-6,-1.1,0.4,-0.5,2
Cc1nc(SCC(=O)N2CCc3ccccc3C2)c2c(C)c(C)sc2n1,-1.2,3,-3,-2,-1.7,-5,3,-3.1,0.8,-0.5,-3

# Ordered by number of heavy atoms (smallest number first): part of the list above.
SMILES,hcDAF-12 act,NR1D1 modulator,PLC-gamma1 inh,SMARCA2 act,DAX1 inh-1,ADAM17 inh,MBD2 DNA inh,hgDAF-12 ag,DAX1 inh-2,ssDAF-12 act,PLCb3 inh
S=c1nc(Cc2ccccc2)[nH]c2ccccc12,-1.1,14,-8,-1,2.7,-1,0,-0.1,-0.3,-0.3,-11
C[C@H]1[C@@H](NC(=O)c2ccc(C(C)(C)C)cc2)CC[C@@]23CCCN2C(=O)CCC[C@@H]13,-1.6,-3,4,.,.,1,-3,2.4,.,0.2,2
COc1ccc(S(=O)(=O)Nc2ccc3c(c2)C(=O)N([C@H](C)CO)C[C@H](C)[C@@H](CN(C)S(=O)(=O)c2cn(C)cn2)OCCCC[C@H](C)O3)cc1,-0.7,-3,-1,-2,0.6,-3,5,-2.1,-0.1,-0.3,0
